inhibitors of VEEV: inhibitors of VEEV TC-83 cytopathic effect, confirmation, Vero cells (AID 588727) | Vero cells, VEEV TC-83 cytopathic effect inhibition; higher % means a stronger effect | hit rate 0.13% among 350,000 | inhibition, % at 20 µM; hits with a dose series show IC50 in µM; in the data active means a potency from the dose series; inconclusive means inhibition mostly from about 14% at the one dose, without a potency; inactive means the rest, 99 in 100 with inhibition below about 12%; further: strong numbers were not always called active
H37Rv inhibition: M. tuberculosis growth inhibition, HTS (AID 449762); one-dose inhibition, % at 25 µM; IC50 in µM for titrated hits; hit rate 0.59% among 330,000; M. tuberculosis H37Rv growth inhibition, 7H9 media; higher % means a stronger effect; in the data active means a potency from the dose series; inconclusive means inhibition above about 70% without an active follow-up result;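 further: bacterial growth assessed after seven days of incubation; strong numbers were not always called active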
PhoP GFP inhibition: PhoP regulon inhibitors, Salmonella typhi PhoP promoter GFP reporter, confirmatory (AID 1850); Salmonella Typhi PhoP-promoter GFP reporter, fluorescence, 4 h; higher % means a stronger effect; hit rate 0.33% among 310,000; inhibition, % at 50 µM; hits with a dose series show IC50 in µM; in the data active means a potency from the dose series; inconclusive means inhibition mostly from about 25% at the one dose, without a potency; inactive means the rest, 99 in 100 with inhibition below about 19%;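 further: 0% = induced wells with vehicle and 100% = uninduced wells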
tuberculosis growth: growth inhibition of non-replicating M. tuberculosis (AID 488890); Mycobacterium tuberculosis non-replicating, growth inhibition; higher % means a stronger effect; inhibition, % at 25 µM, or IC50 in µM where a hit was titrated; hit rate 0.39% among 320,000; in the data active means a potency from the dose series; inconclusive means inhibition mostly from about 82% at the one dose, without a potency; inactive means the rest, 99 in 100 with inhibition below about 76%;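 further: plate controls were DMSO cells for no effect and high antibiotic wells for full effect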
H1N1 NS1A inhibition: H1N1 influenza NS1A inhibitors, functional cell based assay (AID 504329); NS1A functional cell-based assay, percent inhibition; higher % means a stronger effect; one-dose inhibition, % at 12.5 µM; IC50 in µM for titrated hits; hit rate 0.3% among 340,000; in the data active means a potency from the dose series; inconclusive means inhibition above about 27% without an active follow-up result; further: strong numbers were not always called active
inhibitors of VEEV 10K pilot screen: recorded beside inhibitors of VEEV, whose call it bears; inhibition, %; measured here: 10K pilot screen inhibition
The depositor's hits bear a star. Hits appear at their usual frequency; 1.5% or so of the library scored in one or more.

Screening Cc1onc(-c2ccccc2Cl)c1C(=O)Nc1cc(=O)n(C)c(=O)n1C returned inhibitors of VEEV 0.3%, H37Rv inhibition 3.4%, PhoP GFP inhibition -1.7%, tuberculosis growth 15.2% and H1N1 NS1A inhibition -22.1%.
For O=C(Cn1cnc2c(cnn2-c2ccccc2)c1=O)NC1CCCC1 the results were inhibitors of VEEV 0.3%, H37Rv inhibition -6.6% and H1N1 NS1A inhibition 8.2%.
`COc1ccc(Cn2nnnc2CN(Cc2cc3cccc(C)c3[nH]c2=O)C2CCCC2)cc1` gave inhibitors of VEEV 0.4%, H37Rv inhibition -1.0%, PhoP GFP inhibition 21.9%, tuberculosis growth 3.4% and H1N1 NS1A inhibition -0.9%.
`CC(SCC(=O)NC12CC3CC(CC(C3)C1)C2)C(=O)O` (stereo not given) gave inhibitors of VEEV 0.5%, H37Rv inhibition -9.9%, PhoP GFP inhibition -11.6%, tuberculosis growth -23.9% and H1N1 NS1A inhibition 15.8%.
CCOC(=O)c1[nH]c2ccc(OC)cc2c1NC(=O)CCN1CCN(Cc2ccccc2)CC1 was read as inhibitors of VEEV 2.4%, H37Rv inhibition -9.2%, PhoP GFP inhibition 11.5%, tuberculosis growth -13.1% and H1N1 NS1A inhibition 5.1%.
Screening CC1(C)CC(=O)c2c(noc2-c2ccccc2)C1 returned inhibitors of VEEV 7.4%, H37Rv inhibition -2.5%, PhoP GFP inhibition 1.6%, tuberculosis growth 1.1% and H1N1 NS1A inhibition -0.1%.
COc1ccc(C2CC(c3ccco3)n3ncnc3N2)cc1 (stereo not given) was read as inhibitors of VEEV 0.4%, H37Rv inhibition -8.1%, PhoP GFP inhibition -5.0%, tuberculosis growth 16.9% and H1N1 NS1A inhibition -0.1%.
Screening CCOC(=O)c1c(C)nc2sc(C(=O)Nc3ccc(C(C)=O)cc3)c(N)c2c1-c1ccc(OC)cc1 returned inhibitors of VEEV 8.0%, H37Rv inhibition 1.9%, PhoP GFP inhibition 10.9%, tuberculosis growth 6.5% and H1N1 NS1A inhibition -9.8%.
Screening O=C(COc1ncnc2cc(Cl)ccc12)c1ccccc1 returned inhibitors of VEEV 2.9%, H37Rv inhibition -7.4%, PhoP GFP inhibition -21.0%, tuberculosis growth 22.7% and H1N1 NS1A inhibition -13.8%.
For COc1cc(N2CCOCC2)ccc1C=C1C(=O)NC(=O)NC1=O the results were inhibitors of VEEV inactive, H37Rv inhibition 1.0%, PhoP GFP inhibition -8.7%, tuberculosis growth 4.1% and H1N1 NS1A inhibition -9.6%.
Screening COc1cc(CN2CCCN(C)CC2)c([N+](=O)[O-])cc1OC returned inhibitors of VEEV 0.4%, H37Rv inhibition -1.6%, PhoP GFP inhibition -6.2%, tuberculosis growth -3.2% and H1N1 NS1A inhibition -3.5%.
O=C1C=C(c2cccc(Cl)c2O)C[C@@H](c2ccc(Cl)cc2)C1 was read as inhibitors of VEEV 0.6%, H37Rv inhibition -2.3%, tuberculosis growth -14.5%, H1N1 NS1A inhibition -6.3% and inhibitors of VEEV 10K pilot screen 2.0.
CCOC(=O)C1CCCN(C(=O)c2cccc3ccccc23)C1 (stereo not given) was read as inhibitors of VEEV inactive, H37Rv inhibition 8.6%, PhoP GFP inhibition 3.1%, tuberculosis growth 15.9% and H1N1 NS1A inhibition -5.2%.
For COc1ccc(C)c2sc(NC(=O)C3CC3)nc12 the results were inhibitors of VEEV 10.4%, H37Rv inhibition 0.9%, PhoP GFP inhibition 1.6%, tuberculosis growth 7.3% and H1N1 NS1A inhibition 26.4%.
For COc1ccc(S(=O)(=O)Nc2ncccn2)cc1 the results were inhibitors of VEEV 0.6%, H37Rv inhibition 2.0%, PhoP GFP inhibition 0.3%, tuberculosis growth 0.7% and H1N1 NS1A inhibition -5.6%.
For O=C1C=C(NC2=CC3OC(c4ccccc4)OCC3OC2=O)CCC1 (stereo not given) the results were inhibitors of VEEV 0.4%, H37Rv inhibition -0.5%, PhoP GFP inhibition -1.9%, tuberculosis growth -8.7% and H1N1 NS1A inhibition -1.8%.
`Cc1cccc(C)c1NC(=O)C(=O)NCc1ccccn1` gave inhibitors of VEEV 3.2%, H37Rv inhibition 6.5%, PhoP GFP inhibition 3.9%, tuberculosis growth 5.7% and H1N1 NS1A inhibition -6.6%.
For CCC(C)[C@H](NC(=O)N1CCCCCC1)C(=O)O (stereo not given in full) the results were inhibitors of VEEV inactive, H37Rv inhibition 3.5%, PhoP GFP inhibition 2.0%, tuberculosis growth -1.6% and H1N1 NS1A inhibition 8.2%.
COc1cc([N+](=O)[O-])ccc1NC(=O)COC(=O)c1c[nH]c(=O)[nH]c1=O was read as inhibitors of VEEV inactive, H37Rv inhibition 6.3%, tuberculosis growth 0.1% and H1N1 NS1A inhibition -26.5%.
`CC1CCCN(S(=O)(=O)c2ccc(C(=O)Nc3nnc(-c4ccccn4)o3)cc2)C1` (stereo not given) gave inhibitors of VEEV 2.8%, H37Rv inhibition 32.1%, PhoP GFP inhibition -5.3%, tuberculosis growth 43.3% and H1N1 NS1A inhibition -0.9%.

The list goes on; it opens with the two that closed the last part.
COc1cc([N+](=O)[O-])ccc1NC(=O)COC(=O)c1c[nH]c(=O)[nH]c1=O was read as inhibitors of VEEV inactive, H37Rv inhibition 6.3%, tuberculosis growth 0.1% and H1N1 NS1A inhibition -26.5%.
`CC1CCCN(S(=O)(=O)c2ccc(C(=O)Nc3nnc(-c4ccccn4)o3)cc2)C1` (stereo not given) gave inhibitors of VEEV 2.8%, H37Rv inhibition 32.1%, PhoP GFP inhibition -5.3%, tuberculosis growth 43.3% and H1N1 NS1A inhibition -0.9%.
For O=C(c1ccc(Cl)cc1)N1CCc2ccccc21 the results were inhibitors of VEEV inactive, H37Rv inhibition 8.1%, PhoP GFP inhibition 2.0%, tuberculosis growth 77.4% and H1N1 NS1A inhibition -0.3%.
`O=C(CN1CCN(c2ccccc2)CC1)Nc1ccc(F)cc1` gave inhibitors of VEEV inactive, H37Rv inhibition -2.5%, PhoP GFP inhibition -9.9%, tuberculosis growth 65.1% and H1N1 NS1A inhibition -10.6%.
Screening CCOC(=O)N1CCN(C(=O)c2cccc(OC)c2OC)CC1 returned inhibitors of VEEV 1.5%, H37Rv inhibition -8.5%, PhoP GFP inhibition 9.8%, tuberculosis growth -18.0% and H1N1 NS1A inhibition 2.9%.
For COC(=O)C1(Cc2cc(-c3cccnc3)no2)CCN(C(=O)OC(C)(C)C)CC1 the results were inhibitors of VEEV 2.7%, H37Rv inhibition -1.3%, PhoP GFP inhibition 3.2%, tuberculosis growth 10.7% and H1N1 NS1A inhibition -6.2%.
For CC(O)CNc1nc2c(c(=O)n(Cc3ccc(Cl)c(Cl)c3)c(=O)n2C)n1C (stereo not given) the results were inhibitors of VEEV inconclusive, H37Rv inhibition 6.8%, PhoP GFP inhibition -9.2%, tuberculosis growth 26.2% and H1N1 NS1A inhibition 13.8%.
Cc1nc2ccc(Oc3ccccc3)cc2s1 was read as inhibitors of VEEV 0.1%, H37Rv inhibition 7.1%, PhoP GFP inhibition -7.1%, tuberculosis growth 2.3% and H1N1 NS1A inhibition 9.6%.
CCS(=O)c1ccccc1C(=O)OCC(=O)N1CCC(c2ccccc2)=N1 (stereo not given) was read as inhibitors of VEEV 4.8%, H37Rv inhibition -6.6%, tuberculosis growth 20.1% and H1N1 NS1A inhibition -10.1%.
For C#CCOCCOCCOCCNc1nc(N2CCN(C(=O)[C@H](C(C)C)n3cc(CCO)nn3)CC2)nc(N2CCN(C(=O)[C@H]([C@@H](C)CC)n3cc(CCCN=C(N)N)nn3)CC2)n1 the results were inhibitors of VEEV 0.1%, H37Rv inhibition 3.6%, PhoP GFP inhibition 1.6%, tuberculosis growth -23.7%, H1N1 NS1A inhibition -3.2% and inhibitors of VEEV 10K pilot screen 0.4.
Screening CCSc1nnc(NC(=O)CSc2nccn2-c2cccc(C)c2C)s1 returned H37Rv inhibition 63.0%, PhoP GFP inhibition -9.3% and tuberculosis growth inconclusive.
For COc1ccccc1CNC(=O)COC(=O)c1cc([N+](=O)[O-])ccc1N1CCOCC1 the results were inhibitors of VEEV 8.9%, H37Rv inhibition -8.8%, PhoP GFP inhibition -10.5%, tuberculosis growth -0.5% and H1N1 NS1A inhibition -5.0%.
`O=C(CCN1C(=O)C2C3C=CC(C3)C2C1=O)Nc1c(F)cc(F)cc1Br` (stereo not given) gave inhibitors of VEEV inactive, H37Rv inhibition -3.8%, PhoP GFP inhibition -4.8%, tuberculosis growth 2.4% and H1N1 NS1A inhibition -2.8%.
CC(OC(=O)c1cccs1)C(=O)NCc1ccc2c(c1)OCO2 (stereo not given) was read as inhibitors of VEEV 1.7%, PhoP GFP inhibition 0.3%, tuberculosis growth -11.8%, H1N1 NS1A inhibition 9.2% and inhibitors of VEEV 10K pilot screen 0.0.
`Cc1nc(-c2cccc(NC(=O)c3ccco3)c2)cs1` gave inhibitors of VEEV 9.2%, H37Rv inhibition -2.6%, PhoP GFP inhibition -6.1%, tuberculosis growth 22.6% and H1N1 NS1A inhibition 10.1%.
`COc1ccc(O)c(C(=O)c2cnn(C(=O)c3cccc(S(=O)(=O)N4CCOCC4)c3)c2)c1` gave inhibitors of VEEV 4.0%, H37Rv inhibition -2.2%, PhoP GFP inhibition 7.8%, tuberculosis growth 8.7% and H1N1 NS1A inhibition -4.4%.
For CCN(CC)S(=O)(=O)c1ccc2c3c(cccc13)C(=O)S2 the results were inhibitors of VEEV 0.1%, H37Rv inhibition 3.1%, PhoP GFP inhibition -13.3%, tuberculosis growth -4.8% and H1N1 NS1A inhibition 9.0%.
Screening CCn1c(SCC(=O)Nc2cccc(C)c2)nc2c(c1=O)SC(C)C2 (stereo not given) returned inhibitors of VEEV 1.6%, H37Rv inhibition -1.5%, PhoP GFP inhibition -4.0% and H1N1 NS1A inhibition 2.2%.
`O=C1/C(=C/c2cccs2)SC(=S)N1CCCC(=O)N(CCO)c1ccccc1` gave inhibitors of VEEV 6.0%, H37Rv inhibition 0.9%, PhoP GFP inhibition -5.0%, tuberculosis growth -6.6% and H1N1 NS1A inhibition 6.8%.
Cc1ccc(N(CC(=O)NC(C)(C)C)C(=O)CS(=O)CC(=O)Nc2ccc(F)cc2)cc1 (stereo not given) was read as inhibitors of VEEV 2.9%, H37Rv inhibition 7.5%, PhoP GFP inhibition 16.5%, tuberculosis growth 21.2% and H1N1 NS1A inhibition -5.6%.
Screening N#Cc1c(SCC(=O)Nc2nccs2)nc2c(c1-c1ccco1)CCCC2 returned inhibitors of VEEV inactive, H37Rv inhibition 3.9%, PhoP GFP inhibition 6.5%, tuberculosis growth -2.5% and H1N1 NS1A inhibition -4.2%.
For CCCCN1C(=O)c2ccc(C(=O)Nc3cccnc3)cc2C1=O the results were inhibitors of VEEV inactive, H37Rv inhibition 48.5%, PhoP GFP inhibition -3.2%, tuberculosis growth 19.2% and H1N1 NS1A inhibition -4.9%.

Some of these compounds in order of heavy-atom count, falling.
For COC(=O)C1(Cc2cc(-c3cccnc3)no2)CCN(C(=O)OC(C)(C)C)CC1 the results were inhibitors of VEEV 2.7%, H37Rv inhibition -1.3%, PhoP GFP inhibition 3.2%, tuberculosis growth 10.7% and H1N1 NS1A inhibition -6.2%.
For CCCCN1C(=O)c2ccc(C(=O)Nc3cccnc3)cc2C1=O the results were inhibitors of VEEV inactive, H37Rv inhibition 48.5%, PhoP GFP inhibition -3.2%, tuberculosis growth 19.2% and H1N1 NS1A inhibition -4.9%.
For CCN(CC)S(=O)(=O)c1ccc2c3c(cccc13)C(=O)S2 the results were inhibitors of VEEV 0.1%, H37Rv inhibition 3.1%, PhoP GFP inhibition -13.3%, tuberculosis growth -4.8% and H1N1 NS1A inhibition 9.0%.

(cont.)
Screening CCN1C(=O)/C(=C/c2cn(-c3ccccc3)nc2-c2cccnc2)SC1=S returned inhibitors of VEEV 0.7% and H1N1 NS1A inhibition -9.2%.
For C=CCn1c(SCC(=O)N(CCO)CCO)nc2sc3c(c2c1=O)CCC3 the results were inhibitors of VEEV 0.4%, H37Rv inhibition 2.2%, PhoP GFP inhibition -6.8%, tuberculosis growth -8.7% and H1N1 NS1A inhibition -4.6%.
O=C(NC(CSC(=O)c1ccccc1)C(=O)O)OCc1ccccc1 (stereo not given) was read as inhibitors of VEEV 1.4% and H1N1 NS1A inhibition -3.5%.
For CCNC(=O)c1cccc(NC(=O)CN2C(=O)NC3(CCCCC3)C2=O)c1 the results were inhibitors of VEEV 4.2% and H1N1 NS1A inhibition -7.0%.
S=c1[nH]nc2c3c4c(sc3ncn12)CCCC4 was read as inhibitors of VEEV 2.0%, H37Rv inhibition -4.0%, PhoP GFP inhibition -8.1%, tuberculosis growth 3.3% and H1N1 NS1A inhibition 6.0%.
COC(=O)C1=C(C)OC(N)=C(C#N)C1c1cc2cccc(C)c2nc1Cl (stereo not given) was read as H37Rv inhibition 1.2%, PhoP GFP inhibition -2.0% and tuberculosis growth -8.0%.
